Screening results (PubChem BioAssay)
M. tuberculosis GlmU – inhibition of mycobacterial GlmU enzyme – biochemical, glucosamine-1-phosphate acetyltransferase (AID 1376). M. tuberculosis GlmU acetyltransferase enzyme assay; higher % means a stronger effect. inhibition, %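 (tested at 30 µM in the primary screen)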, or IC50 in µM where a hit was titrated. hit rate 0.25% among 220,000; in the data active means inhibition above about 13%; inconclusive means no clear call, values can overlap the other calls;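 further: 0% = complete reaction with vehicle and 100% = reaction without substrate; strong numbers were not always called active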
Mtb RmlCD inh – blocks M. tuberculosis RmlC and RmlD coupled enzymes; P9WH09+P9WH11; RmlC+RmlD coupled enzyme assay, percent inhibition; primary screen in compound mixtures; inhibition, % at 3.6 µM; hit rate 0.03% among 160,000; AID 1533; in the data active means inhibition mostly above about 34%, no sharp cut-off; inconclusive means no clear call, values can overlap the other calls; inactive means mostly below about 22%; further: some results filed as inactive read as strong as hits
Target sequence (P9WH09 whole entry, looked up): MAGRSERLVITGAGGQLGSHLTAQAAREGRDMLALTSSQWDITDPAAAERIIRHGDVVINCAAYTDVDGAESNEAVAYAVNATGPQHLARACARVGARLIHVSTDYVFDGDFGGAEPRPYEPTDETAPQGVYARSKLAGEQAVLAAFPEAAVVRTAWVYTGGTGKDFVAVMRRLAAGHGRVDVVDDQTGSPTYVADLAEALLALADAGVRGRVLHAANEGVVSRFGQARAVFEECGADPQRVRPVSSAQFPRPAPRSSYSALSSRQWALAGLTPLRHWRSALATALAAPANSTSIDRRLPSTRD
Target sequence (P9WH11 whole entry, looked up): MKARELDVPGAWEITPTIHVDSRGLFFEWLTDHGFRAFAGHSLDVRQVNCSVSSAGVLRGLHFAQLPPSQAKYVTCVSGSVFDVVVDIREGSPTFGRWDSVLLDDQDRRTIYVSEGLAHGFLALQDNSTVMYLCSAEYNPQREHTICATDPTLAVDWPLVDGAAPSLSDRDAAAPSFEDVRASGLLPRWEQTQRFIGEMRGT
The depositor's hits bear a star; ? = inconclusive; . = not tested or not shown. These rows are one share of the data, so the mix of outcomes need not match the whole.

Preview:
SMILES | M. tuberculosis GlmU | Mtb RmlCD inh
CC(C)NC(=O)C(=O)NNC(=O)C12CC3CC(CC(C3)C1)C2 | -4.0% | 1.6
CCOC(=O)C1(CC2CC2)CCN(Cc2ccc(C(=O)OC)cc2)CC1 | -3.0% | 15.2
Cc1ccc2cc(/C=N/NC(=O)c3ccccc3[N+](=O)[O-])c(Cl)nc2c1 | -1.4% | 3.3

The listing, from the first entry:
SMILES | M. tuberculosis GlmU | Mtb RmlCD inh
CC(C)NC(=O)C(=O)NNC(=O)C12CC3CC(CC(C3)C1)C2 | -4.0% | 1.6
CCOC(=O)C1(CC2CC2)CCN(Cc2ccc(C(=O)OC)cc2)CC1 | -3.0% | 15.2
Cc1ccc2cc(/C=N/NC(=O)c3ccccc3[N+](=O)[O-])c(Cl)nc2c1 | -1.4% | 3.3
O=C(CSc1ncnc2c1cnn2-c1ccccc1)Nc1ccccc1 | 3.2% | 14.1
COc1cccc(OCCOCC(O)CN2CCN(Cc3ccc(Cl)cc3)CC2)c1 (centres undefined) | -5.0% | .
CCn1c(Cc2ccccc2)nnc1SCC(=O)NC1CC1 | -1.6% | .
COC(=O)c1ccc(NC(=O)CN2CCCC2)cc1 | 2.9% | 3.2
O=C(c1cnc2n(c1=O)CCS2)N1CCN(C(c2ccccc2)c2ccc(Cl)cc2)CC1 (centres undefined) | -5.8% | 6.6
COC(=O)CCC(=O)NC(=S)Nc1ccccc1F | -2.1% | .
CSCCC(NC(=O)c1ccco1)C(=O)NCc1ccc(F)cc1 (centres undefined) | . | 5.2
COc1cc(OC)c(OC)cc1CN1CCN(c2ccc(F)cc2)CC1 | 4.8% | -9.5
Cc1cc(C)c2nc(-c3ccccn3)cc(C(=O)NCc3cc(C)n(C)n3)c2c1 | -4.7% | -9.5
O=S(=O)([N-]c1nc2ccccc2nc1-n1cc[n+](Cc2ccccc2)c1)c1ccc(Br)cc1 | 4.9% | -7.4
Cc1ccc(C2NC(=O)c3c(sc4c3CCN(C)C4)N2)o1 (centres undefined) | -0.9% | 44.0
CCOC(=O)c1sc2nc(CSc3ccccc3)nc(N3CCC(C(N)=O)CC3)c2c1C | -6.5% | -8.3
COc1ccc(N/C(N)=N/c2nc(CSc3ccc(C)cc3)cc(=O)[nH]2)cc1 | 2.9% | .
CCOC(=O)c1c(C)oc2c1C(=O)c1ccccc1C2=O | -4.0% | .
Cc1ccccc1N(CC(=O)N/N=C/c1cc(Br)c(C)o1)S(C)(=O)=O | 2.4% | 11.9
O=C(Nc1ccc2c(c1)OCO2)c1n[nH]c(=O)c2ccccc12 | 5.8% | .
CC(C)c1ccc(Nc2nnns2)cc1 | 3.3% | 10.0
Cc1ccsc1S(=O)(=O)N1CCCC(CCC(=O)NCc2ccccc2F)C1 (centres undefined) | 1.1% | -0.3
CC1CCSP(=O)(Oc2ccccc2)O1 (centres undefined) | . | -13.7
O=C(Nc1nccs1)c1ccc(COc2ccc(Cl)cc2)o1 | -4.8% | .
NC(=O)C1CCN(C(=O)CSc2ncccn2)CC1 | -2.3% | -0.5
C#CCOCCOCCOCCNc1nc(N2CCN(C(=O)[C@H]([C@@H](C)CC)n3cc([C@@H](N)CO)nn3)CC2)nc(N2CCN(C(=O)[C@H]([C@@H](C)CC)n3cc([C@@H](N)CC(C)C)nn3)CC2)n1 | -5.3% | .
NC(=O)CC(NC(=O)c1ccccc1)c1ccc(NC2CCCC2)c([N+](=O)[O-])c1 (centres undefined) | 3.1% | -8.1
Cc1ccc2[nH]c(=O)c(CC=C(Cl)Cl)c(C)c2c1 | -2.5% | 10.3
O=C(NCCO)c1cccc(Cl)c1 | 7.6% | -6.2
COC(=O)c1ccc(OC(=O)CCN2C(=O)C3C4c5ccccc5C(c5ccccc54)C3C2=O)cc1 (centres undefined) | 1.5% | -13.5
CCc1nnc(NC(=O)CC(CN(C)S(=O)(=O)c2ccccc2)c2ccccc2)s1 (centres undefined) | 0.9% | 8.2
COCCOc1cc(NC(=O)c2ccccc2)c(Cl)cc1Cl | -2.7% | -8.8
CCOC(=O)c1c(C2CC2)csc1NC(=O)COC(=O)c1cc(OC)c(OC)cc1[N+](=O)[O-] | 2.1% | 0.2
C#Cc1ccc([C@H]2C=C(C(=O)NC3CC3)O[C@@H](OCC)[C@@H]2CCCO)cc1 | 3.2% | .
CCOc1cc(/C=N/NC(=O)c2ccc(=O)n(C)c2)ccc1O | 2.8% | .
O=C(COC(=O)CCc1nc2ccccc2s1)Nc1ccc(S(=O)(=O)N2CCOCC2)cc1 | -0.2% | .
COC(=O)c1cc(Br)c(=O)n(CCN(C(C)C)C(C)C)c1 | 0.3% | -9.9
CC1(C)Cc2c(sc3c2c(N)nc(=S)n3Cc2ccccc2)CO1 | 2.5% | 5.3
Cc1cc(Nc2ccccc2C(=O)O)n(-c2ccc([N+](=O)[O-])cc2)n1 | -5.0% | .
O=C(Nc1ccc([N+](=O)[O-])cn1)C1CC1 | -6.1% | 23.2
COc1ccccc1Nc1nnc(SCc2cc(=O)n3ccsc3n2)s1 | 2.8% | 9.0
C/C(=N\OC(=O)Nc1ccccc1)c1cnn(-c2cc(C(F)(F)F)cc(C)n2)c1C | . | -4.2
COc1cccc(NC(=S)N(CCc2c(C)[nH]c3ccccc23)Cc2ccco2)c1 | 5.9% | .
COC(=O)c1cc(Br)c(=O)n(Cc2ccc(C(=O)O)cc2)c1 | -4.5% | 1.6
COc1ccc(CN2C(=O)c3cccnc3C2Nc2cc(Cl)ccc2OC)cc1 (centres undefined) | 1.4% | 11.8
CC(C)CNC(=O)COc1ccccc1[N+](=O)[O-] | 2.9% | -2.0
Oc1cccc(/C=N/NC(=S)Nc2cccnc2)c1O | 5.0% | -0.2
NNC(=O)CNC(=O)CNS(=O)(=O)c1ccccc1 | 6.8% | -10.8
O=C(/C=C/c1ccccc1)N1CCN(c2cccc(Cl)n2)CC1 | 2.8% | 5.6
Cc1cc2nnc(SCc3ccccc3)n2c(N)n1 | 3.5% | .
Cc1onc(-c2ccccc2Cl)c1C(=O)NNC(=O)c1nn(C)cc1Cl | 5.1% | .
COc1ccc(NC(=O)N2CCN(C(=O)C(Cc3ccc(F)cc3)NC(C)=O)CC2)cc1 (centres undefined) | -1.1% | -7.6
CCOc1ccc(NC(=O)C2C(C(=O)O)C3(Cl)C(Cl)=C(Cl)C2(Cl)C3(Cl)Cl)cc1 (centres undefined) | -6.3% | -1.3
CCN1C(=O)/C(=C/N(C(C)=O)c2ccccc2)N(c2ccccc2)C1=S | -1.5% | .
O=C(NC(=S)Nc1cc([N+](=O)[O-])ccc1O)c1cccnc1 | -6.6% | -12.2
CC(=O)Nc1ccc(S(=O)(=O)Nc2cc(-c3ccccc3)nn2C)cc1 | 2.8% | 10.6
N#C/C(=C/c1ccc(N2CCOCC2)o1)C(=O)Nc1ccccc1 | 2.8% | -20.1
CCOC(=O)N1CCC(n2c(SCC(=O)N3CCCC3)nc3ccccc3c2=O)CC1 | 4.5% | -7.0
CC(C)c1nc(SCC(=O)NCc2ccccc2)n[nH]1 | -0.8% | -37.4
Cc1cc(OCCN2CCCCC2)nc2ccccc12 | -10.7% | .
CC(=O)NC(CC(=O)O)c1ccc(F)cc1 (centres undefined) | 0.3% | .

Next part
SMILES | M. tuberculosis GlmU | Mtb RmlCD inh
Cc1ccc(Nc2cc(-c3ccccc3)nc3ncnn23)cc1 | 1.2% | -10.8
CCOC(=O)c1ccc(NC(=O)c2cc3c(C)nn(-c4ccccc4Cl)c3s2)s1 | -4.3% | 3.6
CC(=O)Nc1ccc(S(=O)(=O)Nc2nccc(C3Cc4ccccc4C(=O)O3)n2)cc1 (centres undefined) | 2.6% | 8.7
COC(=O)c1ccc(-n2ccnc2)cc1 | . | 3.4
Cc1ccccc1-c1ccc(C=Nc2c(C)n(C)n(-c3ccccc3)c2=O)o1 | -0.4% | 3.7
O=C(OCc1cc2ccccc2[nH]c1=O)c1ccco1 | -2.7% | 5.2
Cc1ccc2nc(-c3ccccn3)cc(C(=O)NC(C)C(C)(C)C)c2c1 (centres undefined) | 1.6% | -10.1
CC(=O)SCC(Cc1ccccc1)C(=O)NCC(=O)OCc1ccccc1 (centres undefined) | 5.9% | -15.7
O=[N+]([O-])c1cc(/C=N/N2CCN(Cc3ccccc3)CC2)ccc1Cl | 0.3% | 11.3
COc1ccc(Cc2n[nH]c(=S)n2NC(=O)Nc2ccc(C)cc2)cc1 | -5.3% | 9.1
CC(C)[C@H](NC(=O)c1ccccc1)C(=O)OCC(=O)Nc1ccc(Cl)cc1C(F)(F)F | -3.0% | -4.2
COc1cc(C(=O)NC2CCCC2)c(Br)c(OC)c1OC | -3.4% | -4.2
O/N=C1/CCCCC1c1ccccn1 (centres undefined) | -3.3% | 7.3
C#CCN(C)[C@H](C)Cc1ccccc1 | -1.5% | 23.7
O=c1c2ccccc2ncn1-c1ccc2c(c1)OCCO2 | 2.7% | 10.0
COCCNC(=O)CN(C)S(=O)(=O)c1ccc2c(c1)OCCO2 | 0.5% | 12.9
Cc1c(C(=O)NC(C(C)C)C(C)C)cccc1[N+](=O)[O-] | -0.2% | .
CN(C)/C=C/C(=O)c1cccc(C(F)(F)F)c1 | 0.8% | 10.9
O=C(CSc1ncn[nH]1)N1CCN(S(=O)(=O)c2ccccc2)CC1 | -0.3% | -3.2
CCn1cc(C(=O)N2CCc3ccccc32)c(=O)c2cc(S(=O)(=O)N3CCOCC3)ccc21 | . | -1.9
O=C(Nc1nnc(SCc2ccc(F)cc2)s1)c1ccccn1 | -6.0% | 7.8
S=C(NCCN1CCOCC1)Nc1ccc(Br)cc1 | 2.1% | 5.0
O=C(CN1CCCCC1)Nc1ccc(S(=O)(=O)NC2CCCCC2)cc1 | -0.1% | .
CNC(=O)COC(=O)c1cccnc1SC | 1.7% | 7.3
CN(C)C(=O)c1ccc(NC(=O)COc2ccc([N+](=O)[O-])cc2)cc1 | 1.2% | .
Cc1c(NC(=O)COC(=O)c2ccc(S(=O)(=O)N3CCOCC3)cc2)c(=O)n(-c2ccccc2)n1C | 0.6% | 5.7
COc1ccccc1NS(=O)(=O)c1ccc2oc(SC3CCOC3=O)nc2c1 (centres undefined) | 1.5% | -2.5
COc1ccc(/C=C/CN2CCN(CCc3ccccc3)C(CCO)C2)cc1 (centres undefined) | -3.4% | -15.1
Cc1cc(/C(N)=N/OC(=O)c2ccc(Cl)cc2)no1 | -0.6% | -9.2
NC(=O)[C@@H]1CCNc2c(I)cc([N+](=O)[O-])cc2C(=O)N[C@@H](CO)C(=O)N[C@@H](Cc2ccc(O)cc2)C(=O)N1 | -2.0% | .
O=C(COC(=O)Cc1ccccc1)Nc1cc(S(=O)(=O)N2CCOCC2)ccc1N1CCCC1 | 2.0% | -12.2
C=C(C)c1cccc(C(C)(C)NC(=O)Nc2cc(C)ccn2)c1 | 0.9% | 45.7
O=C(CSC(=S)N1CCCCC1)Nc1nc(-c2ccccc2)c(-c2ccccc2)o1 | 4.6% | .
O=C(O)CCCC(=O)N1CCc2cc(S(=O)(=O)N3CCc4ccccc43)ccc21 | 1.4% | -9.7
NC1=NC(=O)/C(=C/c2ccsc2)S1 | -5.3% | 5.5
O=C(CC(=O)c1ccccc1O)c1cccc(F)c1 | 4.0% | .

Five compounds drawn at random from the list so far:
SMILES | M. tuberculosis GlmU | Mtb RmlCD inh
CN(C)C(=O)c1ccc(NC(=O)COc2ccc([N+](=O)[O-])cc2)cc1 | 1.2% | .
COc1ccccc1NS(=O)(=O)c1ccc2oc(SC3CCOC3=O)nc2c1 (centres undefined) | 1.5% | -2.5
O=C(CC(=O)c1ccccc1O)c1cccc(F)c1 | 4.0% | .
NC(=O)[C@@H]1CCNc2c(I)cc([N+](=O)[O-])cc2C(=O)N[C@@H](CO)C(=O)N[C@@H](Cc2ccc(O)cc2)C(=O)N1 | -2.0% | .
O=C(CSC(=S)N1CCCCC1)Nc1nc(-c2ccccc2)c(-c2ccccc2)o1 | 4.6% | .

Following part
SMILES | M. tuberculosis GlmU | Mtb RmlCD inh
CCCCC1=CC2=CC(=O)C(C)(OC(=O)c3cnc4ccccc4n3)C(=O)C2=CO1 (centres undefined) | -1.0% | .
COC(=O)c1ccc(C2C(C(=O)Nc3ccccc3C)=C(C)Nc3ncnn32)cc1 (centres undefined) | -0.2% | ?
Cn1cnnc1Sc1ccc(S(C)(=O)=O)cc1[N+](=O)[O-] | 5.8% | 2.9
COc1cc(C(=O)NNC(=O)NC2CCCCC2)cc(OC)c1OC | -3.3% | 12.9
Cc1sc2nc(CN3CCCCC3)nc(Cl)c2c1C | -7.4% | 9.0
O=[N+]([O-])c1ccc(C(O)C(CO)NC(=S)Nc2ccccc2)cc1 (centres undefined) | 7.0% | -8.6
CCOC(=O)C(O)(CC(=O)c1ccc(Cl)cc1)C(=O)OCC | 1.7% | 3.3
CC1CCN(c2nc3c(c(=O)n(C)c(=O)n3C)n2CCSc2nc3ccccc3s2)CC1 | 4.8% | 10.4
COc1ccc(N2CCN(C(=O)c3sc4nc(-c5ccc(F)cc5)cn4c3C)CC2)cc1 | -7.8% | .
O=C(/C=C/c1ccc(Br)cc1)Nc1ccc(S(=O)(=O)Nc2ncccn2)cc1 | 0.9% | -13.9
COc1ccc(Nc2nc(N)c([N+](=O)[O-])c(NCCO)n2)cc1 | 3.8% | 6.1
Brc1ccc(/C=N/Nc2ccccc2)cc1 | -1.5% | .
CCOC(=O)N1CCN(C(=O)C2CC(=O)N(Cc3ccc(OC)cc3)C2)CC1 (centres undefined) | 8.5% | 3.4
Cc1nc2c(C(=O)O)cnn2c(C)c1Cc1ccccc1F | 3.0% | 17.9
Cc1nnc(NC(=O)CSc2nccn2-c2ccc(F)cc2)s1 | -2.5% | 9.6
CC1=CC2=NC(=O)/C(=C\c3cn(C)c4ccccc34)C(=N)N2O1 | -3.6% | 10.8
